Source: PubChem
ELG1 genotox – induces genotoxicity in HEK293T cells with luciferase-tagged ELG1 | HEK293T ELG1-luciferase reporter, luminescence, 16 h | Potency, µM (highest dose often 46 µM), for inactives: top-dose activity change, positive = activation, actives largely listed as activators | 330,000 compounds, 1.3% hits | AID 504466; note: % of control where 0% means no effect; nearly all actives have a fitted effect of over 60% in size
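ELG1-luciferase HEK293T cells, 2,000/well; compound pinned in; 16 hr, 37 °C, 5% CO2; ONE-Glo, 30 min RT; luminescence on CCD imager.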
p53 reactivation – mutant p53 re-activation in reporter cells; H1299 p53-A138V BP100-luciferase reporter, luminescence, 24 h; Potency, µM (top dose mostly 92.2 µM), for the others: at the highest dose activity change, positive = activation, most hits filed as activators; 320,000 compounds, 0.063% hits; note: % of control where 0% means no effect; nearly all actives have a fitted effect of over 45% in size
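p53-null H1299 cells stably carrying temperature-sensitive p53-A138V and a BP100-luciferase reporter were pinned with compounds (4-point, 1:5 series) and held 24 hrs at 37 deg C. Luminescence was read 10 min after detection reagent.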
FLuc modulator – counter-screen for miR-21 project: firefly luciferase inhibitors or activators | Potency, µM (highest dose often 57.5 µM), for inactives: at the top dose activity change, negative = inhibition, usual class: inhibitors | P08659 | purified FLuc, Km substrates, luminescence inhibition | 360,000 compounds, 6.9% hits;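 note: plate controls were vehicle for no effect and reference inhibitor for full effect; nearly all actives have a fitted effect of over 55% in size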
Target sequence (P08659 whole entry, looked up): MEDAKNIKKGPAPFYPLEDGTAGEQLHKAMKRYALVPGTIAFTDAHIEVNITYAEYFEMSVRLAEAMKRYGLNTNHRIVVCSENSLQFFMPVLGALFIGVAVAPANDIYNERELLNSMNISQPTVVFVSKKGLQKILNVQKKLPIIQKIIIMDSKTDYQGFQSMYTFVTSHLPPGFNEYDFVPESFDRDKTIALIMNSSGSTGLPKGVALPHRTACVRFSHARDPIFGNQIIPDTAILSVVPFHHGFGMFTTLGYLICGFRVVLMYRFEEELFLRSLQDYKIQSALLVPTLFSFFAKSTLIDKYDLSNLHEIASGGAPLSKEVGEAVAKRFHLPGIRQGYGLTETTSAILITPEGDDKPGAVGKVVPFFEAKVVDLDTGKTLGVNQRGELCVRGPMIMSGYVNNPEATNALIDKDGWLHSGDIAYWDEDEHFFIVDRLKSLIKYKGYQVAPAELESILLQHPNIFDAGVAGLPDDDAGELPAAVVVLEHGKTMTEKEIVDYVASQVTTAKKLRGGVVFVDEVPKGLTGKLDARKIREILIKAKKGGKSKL
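Purified P. pyralis luciferase (10nM final) with 10uM D-luciferin and 10uM ATP (Km levels) in 50mM Tris acetate pH 7.5, 10mM Mg acetate, 0.01% Tween-20, 0.05% BSA; qHTS 6-point titration, ~60 µM downward; luminescence read.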
uPA generation – cell surface uPA generation inhibition; cell surface uPA generation assay, qHTS; Potency, µM (doses to about 38.3 µM), for the others: at the top dose activity change, negative = inhibition, actives largely listed as inhibitors; 330,000 compounds, 0.31% hits; active = well fitted inhibition curve with a large enough effect; inconclusive = small, poorly fitted or top-dose-only effect; inactive = no such curve, though single readings can be large or run the other way; tested in mouse RAW 264.7 cells; note: % is set by controls: 0 for no effect and ±100 for the full control effect; nearly all actives have a fitted effect of over 55% in size
NPC1 prom act – activators of NPC1 promoter | Huh7 NPC1 promoter luciferase reporter, 24 h | 320,000 compounds, 2.4% hits | Potency, µM (top dose mostly 9.22 µM), without a hit: top-dose activation, actives largely listed as activators;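 note: % of control where 0% means no effect; nearly all actives have a fitted effect of over 60% in size; reporter is driven by a mutant NPC1 promoter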
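Luciferase expression driven by the NPC1 promoter was measured in stably transfected Huh7 cells after a 24 h compound incubation, using a luciferase reagent and a luminescence read.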
VP16 counter – inhibits Gal4-VP16 luciferase reporter, ROR gamma counter-screen; Drosophila S2 Gal4-VP16 UAS-luciferase, luminescence, 20 h; Potency, µM (highest dose often 53.6 µM), inactives show top-dose activity, negative = inhibition, actives largely listed as inhibitors; 310,000 compounds, 3.5% hits;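 note: Gal4-VP16 expression switched on by copper sulfate through the metallothionein promoter; % is set by controls: 0 for no effect and ±100 for the full control effect; nearly all actives have a fitted effect of over 50% in size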
RORgamma inh – inhibitors of mouse ROR gamma transcriptional activity. AID 2551. Potency, µM (titrated, usually from 53.6 µM), for the others: top-dose activity change, negative = inhibition, hits mostly inhibitors. Drosophila S2 Gal4-RORgamma UAS-luciferase reporter, 20 h. 310,000 compounds, 5.4% hits; note: % is set by controls: 0 for no effect and ±100 for the full control effect; nearly all actives have a fitted effect of over 60% in size
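In this cell-based reporter format, copper sulfate (700 uM final) drives Gal4–ROR gamma fusion expression from a metallothionein promoter in Drosophila Schneider cells; compounds preincubated 1 hr, reporter read after 20 hr at ambient temperature.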
BRCA1 expr up – BRCA1 expression activation | 380,000 compounds, 1.1% hits | MCF7-BRCA1-FFLuc reporter, luminescence, 48 h; response scale: scaled: vehicle 0%, 10 µM genistein 100% | AID 624202 | Potency, µM (highest dose often 46.1 µM), without a hit: at the highest dose activation, usual class: activators; note: nearly all actives have a fitted effect of over 80% in size; some results filed as inactive show a strong effect at the top dose
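Reporter cells (MCF7, BRCA1 promoter-firefly luciferase) received library compounds across a concentration series for 48 h. End-point luminescence was measured and concentration-effect curves derived after normalization.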
MBNL1-CUG inh – blocks human MBNL1 binding to CUG repeat RNA; 280,000 compounds, 0.036% hits; AID 2675; Q9NR56; TR-FRET MBNL1-His/biotin-(CUG)12 binding, 665/545 ratio; Potency, µM (highest dose often 57.5 µM), for the others: at the highest dose activity change, negative = inhibition, most hits filed as inhibitors; active = well fitted inhibition curve with a large enough effect in the signal ratio, with a control signal flat, not every such curve was filed as active; inconclusive = small, poorly fitted or top-dose-only effect, or effect the other way, or a change in a side signal; inactive = no such curve, though single readings can be large or run the other way; the % refers to the signal ratio; note: % is set by controls: 0 for no effect and ±100 for the full control effect
Target sequence (Q9NR56 whole entry, looked up): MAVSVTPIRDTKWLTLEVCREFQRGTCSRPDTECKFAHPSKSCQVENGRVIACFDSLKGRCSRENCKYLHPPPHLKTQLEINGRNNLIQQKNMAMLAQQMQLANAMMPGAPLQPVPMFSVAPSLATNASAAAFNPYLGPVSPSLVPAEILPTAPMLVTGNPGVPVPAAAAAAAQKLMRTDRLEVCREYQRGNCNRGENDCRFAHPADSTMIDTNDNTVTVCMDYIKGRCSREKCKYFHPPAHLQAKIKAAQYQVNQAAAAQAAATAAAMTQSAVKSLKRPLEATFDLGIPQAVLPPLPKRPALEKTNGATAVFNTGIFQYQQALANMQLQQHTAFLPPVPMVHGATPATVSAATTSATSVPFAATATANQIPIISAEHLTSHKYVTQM
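Compound titration spanned 92 nM–58 uM against the MBNL1-His/biotin-(CUG)12 complex. After 60 min at room temperature with 5 nM streptavidin-XL665 and 0.055 ng/ul terbium anti-His, ratiometric 665/545 nm emission (Ex 340 nm) normalized to controls.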
Rab9 promoter act – Rab9 promoter activation; AID 485297; Huh7 Rab9 promoter-luciferase reporter, luminescence, 24 h; 320,000 compounds, 2.8% hits; Potency, µM (doses to about 9.22 µM), for inactives: top-dose activation, negative = inhibition, usual class: activators; note: % of control where 0% means no effect; nearly all actives have a fitted effect of over 60% in size
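Promoter activation is measured as luciferase luminescence in Huh7 cells stably transfected with a Rab9 promoter–luciferase construct, following 24 h compound exposure at 37 °C and 10 min reagent incubation at ambient temperature.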
Numbers without * were called inactive; ? = inconclusive; . = no result given; & = joins results of further samples; [ ] = another dose, or the depositor's remark. Unless noted, calls come from the whole dose curve; as a rule, active = well fitted curve in the direction sought with a large enough effect; inconclusive = small, poorly fitted or top-dose-only effect, or another doubt; inactive = no such curve, though single readings can be large; an effect the other way counts as inactive or inconclusive. Potency is the fitted concentration of half-maximal effect.

SMILES | ELG1 genotox | p53 reactivation | FLuc modulator | uPA generation | NPC1 prom act | VP16 counter | RORgamma inh | BRCA1 expr up | MBNL1-CUG inh | Rab9 promoter act
CCOc1nc(NC(=O)NC(=O)c2ccccc2)nc(-c2ccccc2)n1 | 5.4% | ? | 1.7% | 2.9% | -0.1% | -10.2% | 14.9% | -11.2% | -22.5% | 1.9%
CCOc1ccccc1NC(=O)CCn1ccnc1 | -1.0% | -3.5% | -2.5% | -3.0% | 0.0% | -1.4% | -8.4% | -32.5% | -2.9% | -0.9%
Cc1ccc(-n2nc3c(N4CCC(C(=O)NCc5cccc(F)c5)CC4)nnc(C)c3c2C)cc1 | 6.9% | -21.1% | 4.2% | -2.3% | -3.2% | ? | -16.1% | -68.8% | -4.6% | -15.3%
CCC(C)(C)NC(=O)CN(Cc1ccc(F)cc1)C(=O)CCC(=O)Nc1ccccn1 | -9.0% | -5.5% | 3.4% | 6.3% | -3.4% | 3.7% | -31.8% | -8.8% | -1.4% | -2.2%
COc1ccc2sc(-c3ccccc3OC)c(C#Cc3cncn3C)c2c1 | -2.4% | 3.2% | . | 3.9% | . | . | . | -36.4% | . | .
COc1cc(C)c(S(=O)(=O)N2CCOCC2)cc1C | -1.9% | 2.8% | 1.5% | -3.5% | 0.0% | 2.1% | -16.4% | 5.6% | -1.8% | -0.7%
Cc1occc1C(=O)N1CCCC(N2CCN(c3cccc(Cl)c3)CC2)C1 (stereo not drawn) | -12.9% | -2.1% | 0.1% | -2.2% | 2.4% | -7.6% | 9.9% | -17.7% | -3.1% | -0.9%
CS(=O)(=O)N(CC(=O)Nc1ccc(S(=O)(=O)N2CCOCC2)cc1)c1ccccc1Br | -3.3% | -4.1% | -1.7% | -0.6% | -4.3% | -0.2% | 37.8% | 1.4% | -1.8% | 0.9%
O=C1NCCc2cc3c(cc21)OCO3 | -0.8% | -8.8% | -3.0% | 3.9% | 0.2% | -5.5% | -12.7% | -2.5% | ? | -0.5%
O=C(CSCc1c(Cl)cccc1Cl)Nc1ccc2c(c1)OCCO2 | 11.8% | 7.5% | 16.9µM* | 2.3% | 13.0% | ? | -1.8% | 7.3% | -16.1% | 8.1%
CCn1cc(CN2CCC(n3nccc3NC(=O)c3ccccc3C)CC2)c(C)n1 | -5.8% | 7.3% | 2.2% | 11.5% | -1.4% | 2.7% | -39.1% | -22.3% | -0.8% | 1.8%
COC(=O)c1ccc(NC(=O)CS(=O)(=O)Cc2ccccc2)cc1 | -8.0% | -1.8% | -3.2% | -9.7% | -1.6% | 2.2% | 0.0% | 37.5% | -1.4% | -4.1%
COc1cc(SC)ccc1C(=O)OCC(=O)NC1CCCC1 | ? | 0.6% | 23.9µM* | -2.4% | 1.1% | 19.3% | 25.8% | -0.7% | -1.4% | ?
CCOC(=O)N1CCN(C(=O)CCn2c(=S)[nH]c3ccsc3c2=O)CC1 | -8.7% | -1.8% | 0.6% | -1.3% | -9.1% | 4.7% | 14.4% | 1.8% | 2.5% | -3.1%
CCOC(=O)N1CCN(Cc2nc3c(c(=O)n(C)c(=O)n3C)n2CCC(C)C)CC1 | 3.6% | -2.2% | -2.3% | 0.8% | -1.4% | -10.1% | 3.2% | -16.2% | -0.8% | -1.1%
CCCC(=O)Nc1ccccc1NC(=O)c1ccc(OC)cc1 | -3.8% | -0.8% | -0.4% | 0.2% | -7.8% | -1.4%[10 µM] | 6.2% | -12.6% | -2.2% | -0.4%
NC(CO)C(=O)NNCc1ccc(O)c(O)c1O (stereo not drawn) | -1.8% | 23.1% | -1.5% | -10.4% | 2.0%[46.1 µM] | -5.4%&-3.7% | -13.3%&14.0% | 4.2% | -12.7% | -3.8%[46.1 µM]
CCOC(=O)COc1ccc(S(=O)(=O)NCc2ccco2)cc1 | 0.9% | 5.5% | 1.0% | 6.6% | 0.0% | 2.3% | -12.3% | -0.7% | 0.2% | 2.5%
Cc1cc(Cl)c2oc(C(=O)NCCN3CCCCC3CO)c(C)c2c1 (stereo not drawn) | ? | 16.0% | -16.1% | 8.4% | 13.4% | 16.2% | -17.7% | 25.6% | -2.0% | 10.7%
CCOC(=O)Nc1cccc(NC(=O)c2cc(OC)cc(OC)c2)c1 | -6.6% | -16.0% | ? | . | ? | -18.8% | ? | -9.5% | -5.6% | -2.2%
COc1cccc(NC(=O)CCN2CCOCC2)c1 | -4.7% | -2.7% | -2.8% | -0.9% | 10.5% | 4.3% | 44.7% | 1.9% | -0.3% | 2.4%
CCCC(=O)n1nc(-c2ccc(Cl)cc2)nc1SC | ? | ? | ? | 3.5% | 27.8% | 19.0% | ? | 73.4% | -7.7% | 27.3%
COc1ccc(CCNc2nc(-c3cccnc3)nc3ccccc23)cc1OC | -3.1% | -5.0% | -18.1% | 5.3% | 0.2% | 2.7% | 5.5% | -28.7% | -19.9% | -1.1%
COc1cccc(C(=O)NC(=S)N2c3ccccc3CC2C)c1OC (stereo not drawn) | -4.3% | -1.8% | -1.1% | 3.4% | -2.3% | 14.1µM* | 3.98µM* | -8.8% | 1.3% | 5.6%
CCCc1cc(C(=O)Cc2nc3ccccc3s2)c(O)cc1O | 0.2% | 25.8% | ? | 2.3% | 15.1% | -1.4% | -2.9% | 29.3% | -13.2% | 11.2%

Copied from the results shown for reference:
SMILES | ELG1 genotox | p53 reactivation | FLuc modulator | uPA generation | NPC1 prom act | VP16 counter | RORgamma inh | BRCA1 expr up | MBNL1-CUG inh | Rab9 promoter act
COc1ccc(CCNc2nc(-c3cccnc3)nc3ccccc23)cc1OC | -3.1% | -5.0% | -18.1% | 5.3% | 0.2% | 2.7% | 5.5% | -28.7% | -19.9% | -1.1%
COc1cccc(C(=O)NC(=S)N2c3ccccc3CC2C)c1OC (stereo not drawn) | -4.3% | -1.8% | -1.1% | 3.4% | -2.3% | 14.1µM* | 3.98µM* | -8.8% | 1.3% | 5.6%
CCCc1cc(C(=O)Cc2nc3ccccc3s2)c(O)cc1O | 0.2% | 25.8% | ? | 2.3% | 15.1% | -1.4% | -2.9% | 29.3% | -13.2% | 11.2%

(listing goes on)
SMILES | ELG1 genotox | p53 reactivation | FLuc modulator | uPA generation | NPC1 prom act | VP16 counter | RORgamma inh | BRCA1 expr up | MBNL1-CUG inh | Rab9 promoter act
Cn1cc(S(=O)(=O)NC(c2ccccc2)c2ccccc2)c(=O)n(C)c1=O | -1.4% | 0.2% | 0.3% | 1.3% | 1.0% | 2.6% | -14.5% | -7.6% | -2.5% | -4.3%
COC(=O)c1cccc(N2C(=O)C3C4C=CC(CC4)C3C2=O)c1 (stereo not drawn) | -0.1% | 1.6% | 0.5% | 4.4% | -2.0% | -5.6% | 4.8% | 20.4% | 2.9% | 6.7%
Cc1ccc(NS(=O)(=O)c2ccc(C(=O)NCCCN3CCOCC3)cc2)cc1 | 0.3% | -2.6% | -0.7% | 0.4% | -0.8% | . | . | -7.9% | . | -1.3%
C=C(C)Cn1c(SCCCO)nc2c1c(=O)[nH]c(=O)n2C | 7.5% | 0.3% | 7.0% | -1.2% | 6.6% | -3.5% | 0.7% | 1.7% | -0.9% | 2.3%
Cc1cc(NC(=O)CCC(=O)N(c2ccccc2)C(C(=O)NC2CCCC2)c2ccccc2C)no1 (stereo not drawn) | -1.5% | 1.5% | 3.0% | 2.7% | ? | 0.8% | -1.6% | -6.3% | -1.2% | 1.4%
O=C(c1ccc2c(=O)n(C3CCCC3)c(=S)[nH]c2c1)N1CCCCCC1 | -10.2% | -4.4% | -10.6% | -6.0% | -28.8% | 1µM* | 1.26µM* | -56.9% | 3.8% | -38.3%[inhibitor]
CCN1CCc2c(C#N)c(N3CCOCC3)nc(NCc3ccccc3)c2C1 | 9.7% | 2.5% | -0.3% | 0.1% | 1.7% | 2.4% | -2.3% | -19.9% | 8.2% | -1.3%
CN(C)S(=O)(=O)c1ccc2nc(NC(=O)c3cccs3)sc2c1 | 2.31µM* | ? | 1.2µM* | -10.0% | 1.41µM* | -10.2% | -43.1% | ? | 1.8% | 0.891µM*
O=C(COC(=O)CSc1ccc(F)cc1)NCc1ccco1 | -3.9% | ? | -2.1% | -6.1% | -0.7% | . | . | -3.3% | . | 8.2%
CCn1c(C)nc2cc(C(=O)NNC(=O)Nc3ccc(Cl)cc3)ccc21 | -2.9% | -2.5% | -3.0% | 0.7% | ? | -9.5% | -5.6% | 46.5% | -12.3% | 1.41µM*
CCN(CC)CCNC(=O)C(=O)NCC1OCCN1S(=O)(=O)c1ccc2c(c1)OCCO2 (stereo not drawn) | 1.8% | 1.4% | 1.2% | 1.7% | -2.1% | -2.1% | -1.5% | -3.7% | 0.7% | 15.9%
Cc1ncc(CO)c(/C=N/Nc2ccc(C(F)(F)F)cn2)c1O | -7.8% | ? | 3.2% | 4.0% | -40.1%[inhibitor] | 15.8µM* | ? | -76.6% | 19.3% | -39.9%[inhibitor]
COc1ccc(C(=O)CCN2CCC(C)CC2)cc1 | -1.3% | -13.6% | -1.4% | -24.4% | 8.7% | ? | ? | -19.4% | -1.9% | -2.0%
O=c1c(-c2ccccc2)c(-c2ccccc2)oc2cc(O)cc(O)c12 | -0.1% | -1.6% | -12.9% | -9.0% | 0.0% | -26.0% | -7.8% | -17.9% | -13.5% | -1.0%
CCOc1ccc(NC2=NCC(=O)N2CCc2ccccc2)cc1 | 1.9% | -2.0% | 1.5% | 1.7% | 10.3% | 9.9% | -3.5%[10 µM] | 15.5% | -1.5% | -10.1%
